# All columns: NCI-60 one-dose screen, growth in % after 48 h at 10 µM unless noted; 100 = growth as untreated, 0 = no growth, -100 = all killed.
# UACC-62 – UACC-62 melanoma; hit rate 5.4% among 81,000; AID 1794756
# SK-MEL-2 – SK-MEL-2 melanoma; hit rate 4.7% among 77,000; AID 1794763
# T-47D – T-47D breast cancer | hit rate 5% among 79,000 | AID 1794792
# BT-549 – BT-549 breast cancer. hit rate 4.4% among 78,000
# UACC-257 – UACC-257 melanoma | AID 1794764 | hit rate 4.4% among 78,000
# HS 578T – HS 578T breast cancer; hit rate 4.1% among 78,000
# SK-MEL-28 – SK-MEL-28 melanoma. hit rate 4.1% among 81,000
# MALME-3M – MALME-3M melanoma; hit rate 5.8% among 78,000
# Active calls of the source: *; x = no result given; & = joins results of further samples; [ ] = dose if it differs, or a comment. Rule for the calls: active = growth percent below 10; inactive = the rest. These rows are one share of the data. The share of hits here may be higher or lower than overall.
canonical_smiles,UACC-62,SK-MEL-2,T-47D,BT-549,UACC-257,HS 578T,SK-MEL-28,MALME-3M
CNC(=O)CN1CCC(Oc2cc3c(Nc4cccc(Cl)c4F)ncnc3cc2OC)CC1,87,x,-11*,93,74,x,92,91
COc1ccc(C(=O)NCc2ccc(OCCN(C)C)cc2)cc1OC,114,x,104,100,118,116,112,107
COC(=O)c1ccc(O)cc1,100,96,106,106,98,100,115,94
O=C(Nc1ccc(OC(F)(F)F)cc1)c1sccc1NCc1ccnc2ccccc12,57,x,39,94,69,x,99,75
Nc1nnc(-c2c[nH]c3ccc(Br)cc23)c(-c2c[nH]c3ccc(Br)cc23)n1,86,112,88,108,106,97,109,92
COc1ccc(NC(=O)CSc2nc(NC(=O)CN3CCN(c4cc5c(cc4F)c(=O)c(C(=O)O)cn5C4CC4)CC3)cc(=O)[nH]2)cc1,91,106,101,x,100,105,106,104
c1ccc(CN(CC2=NCCN2)c2ccccc2)cc1,100,117,106,92,x,112,109,112
C[C@]12CCc3c(ccc4cc(O)ccc34)[C@@H]1CC[C@H]2O,61,101,92,x,102,30,99,101
CC(=O)NC(Cc1ccccc1)C(=O)O (configuration not stated),106&90,85&102,98,101&105,99&87,113&97,113&99,95&87
CCOc1ccccc1C(N)=O,90,107,93,100,x,102,100,88
O=C(COc1ccc(Cl)cc1)NCCO,x,99,x,x,94,91,111,105
CC(/C=C/c1ccccc1)=N\OCC(=O)Nc1ccccc1,97,x,63,95,117,97,102,103

# Part of the list above, with each value named.
> c1ccc(CN(CC2=NCCN2)c2ccccc2)cc1
- UACC-62 = 100
- SK-MEL-2 = 117
- T-47D = 106
- BT-549 = 92
- UACC-257 = x
- HS 578T = 112
- SK-MEL-28 = 109
- MALME-3M = 112
> C[C@]12CCc3c(ccc4cc(O)ccc34)[C@@H]1CC[C@H]2O
- UACC-62 = 61
- SK-MEL-2 = 101
- T-47D = 92
- BT-549 = x
- UACC-257 = 102
- HS 578T = 30
- SK-MEL-28 = 99
- MALME-3M = 101
> CC(=O)NC(Cc1ccccc1)C(=O)O (configuration not stated)
- UACC-62 = 106&90
- SK-MEL-2 = 85&102
- T-47D = 98
- BT-549 = 101&105
- UACC-257 = 99&87
- HS 578T = 113&97
- SK-MEL-28 = 113&99
- MALME-3M = 95&87
> CCOc1ccccc1C(N)=O
- UACC-62 = 90
- SK-MEL-2 = 107
- T-47D = 93
- BT-549 = 100
- UACC-257 = x
- HS 578T = 102
- SK-MEL-28 = 100
- MALME-3M = 88

# (continued)
canonical_smiles,UACC-62,SK-MEL-2,T-47D,BT-549,UACC-257,HS 578T,SK-MEL-28,MALME-3M
CCCn1cnc2c1c(=O)n(CCCCC(C)=O)c(=O)n2C,104,108,99,103,102,104,114,113
O=C(O)c1ccc[n+]([O-])c1,101&112,114&109,109&77,110&100,94&106,114&114,109&116,192&106
O=C(Nc1ccc(Oc2ccc(Cl)c(F)c2)cc1)c1ccc2nc(NS(=O)(=O)c3ccc4ccccc4c3)sc2c1,80,95,81,107,89,85,93,80
Cc1cc(-c2ccccc2)nnc1NCCN1CCOCC1,108,112,115,105,106,111,110,98
c1ccc(CC2=NCCN2)cc1,x,106,x,106,119,128,126,109
Cc1c(NC(=O)c2cccnc2)c(=O)n(-c2ccccc2)n1C,98,113,94,115,101,102,120,106
COc1ccc(/C=C/C(=O)Nc2ccccc2C(=O)O)cc1OC,91,107,102,96,99,120,101,90
C[C@@H](Oc1cc(-n2cnc3ccc(CN4CCN(C)CC4)cc32)sc1C(N)=O)c1ccccc1C(F)(F)F,51,x,41,25,-25*,x,38,21
CC[N+](C)(CC)CCOC(=O)C(O)(c1ccccc1)C1CCCCC1 (configuration not stated),99,93,86,93,104,x,107,113
C1CCC(C(CC2CCCCN2)C2CCCCC2)CC1 (configuration not stated),-7.2*,64,-49*,41,x,57,-85*,-73*
CN1CCN(C(c2ccccc2)c2ccccc2)CC1,107&98,111&116,109&109,108,95&117,105&107,99&110,111&95
CC(C)(C)c1ccc2c(c1)C(=O)N(c1cccc(S(N)(=O)=O)c1)C2=O,95,107,112,105,100,100,101,100

# 6 structures already listed, ordered by heavy-atom count, falling:
canonical_smiles,UACC-62,SK-MEL-2,T-47D,BT-549,UACC-257,HS 578T,SK-MEL-28,MALME-3M
C[C@@H](Oc1cc(-n2cnc3ccc(CN4CCN(C)CC4)cc32)sc1C(N)=O)c1ccccc1C(F)(F)F,51,x,41,25,-25*,x,38,21
CC[N+](C)(CC)CCOC(=O)C(O)(c1ccccc1)C1CCCCC1 (configuration not stated),99,93,86,93,104,x,107,113
Cc1c(NC(=O)c2cccnc2)c(=O)n(-c2ccccc2)n1C,98,113,94,115,101,102,120,106
CCCn1cnc2c1c(=O)n(CCCCC(C)=O)c(=O)n2C,104,108,99,103,102,104,114,113
CN1CCN(C(c2ccccc2)c2ccccc2)CC1,107&98,111&116,109&109,108,95&117,105&107,99&110,111&95
O=C(O)c1ccc[n+]([O-])c1,101&112,114&109,109&77,110&100,94&106,114&114,109&116,192&106

# More entries
canonical_smiles,UACC-62,SK-MEL-2,T-47D,BT-549,UACC-257,HS 578T,SK-MEL-28,MALME-3M
Cc1c(NC(=O)OC[C@@H]2COCCN2)cn2ncnc(Nc3ccc4c(cnn4Cc4cccc(F)c4)c3)c12,-15*,x,-17*,0.4*,-31*,x,-10*,-27*
O=C(c1ccc(F)cc1)C1CCN(CCn2c(=O)[nH]c3ccccc3c2=O)CC1,102,106,102,107,110,108,108,89
CC(=O)[C@H]1CCC2C3C[C@H](C)C4=CC(=O)CC[C@]4(C)C3[C@@H](O)C[C@@]21C (some centres not stated),89,95,91,74,109,123,106,85
C=C[C@H]1CN2CC[C@H]1C[C@@H]2[C@@H](O)c1ccnc2ccc(OC)cc12,x,120,x,x,x,x,x,109
NS(=O)(=O)c1cccc(N2C(=O)CCC2=O)c1,104,98,99,105,104,101,104,98
O=C1c2c(O)cccc2C(C2OC(CO)C(O)C(O)C2O)c2cc(CO)cc(O)c21 (configuration not stated),88,97,88,108,84,88,104,94
COc1ccccc1N1CCN(CCCNc2cc(=O)n(C)c(=O)n2C)CC1,98&103,109&98,108&108,104&101,92&104,106&103,108&104,106&94
O=C(CCNNC(=O)c1ccncc1)NCc1ccccc1,88,94,94,134,110,x,103,110
COC(=O)C(C)(C)C1Oc2ccc(F)cc2C(=O)/C1=C\O (configuration not stated),106,104,94,106,109,107,115,95
CC1=CC(=O)NS(=O)(=O)O1,100,114,100,117,94,97,109,99
Nc1nnc(-c2c[nH]c3ccccc23)c(-c2c[nH]c3ccccc23)n1,98,99,78,109,105,81,99,87
Cn1c(=O)c2c(ncn2CC2OCCO2)n(C)c1=O,111,x,88,97,99,113,115,105
COc1ccc(/C=C/C(C)=N/OC(C)C(=O)O)cc1 (configuration not stated),113,x,88,107,100,106,112,103
COc1ccc(-c2cc3c(C)nc(N)nc3n(C3CCC(OCCO)CC3)c2=O)cn1 (configuration not stated),-53*,x,-51*,-18*,-36*,x,-29*,-34*
C[C@H](CCC(=O)O)[C@H]1CCC2C3C(CC[C@@]21C)[C@@]1(C)CC[C@@H](O)C[C@H]1C[C@@H]3O (some centres not stated),x,103,x,100,110,121,110,108
CCCCSc1nc(NC(=O)CN2CCN(c3cc4c(cc3F)c(=O)c(C(=O)O)cn4C3CC3)CC2)cc(=O)[nH]1,66,99,88,67,102,54,77,93
C[C@@H]1CC2C3C[C@H](F)C4=CC(=O)C=C[C@]4(C)[C@@]3(F)[C@@H](O)C[C@]2(C)[C@@]1(O)C(=O)COC(=O)C(C)(C)C (some centres not stated),100,119,105,68,111,134,111,81
c1cc(OCCN2CCCCC2)cc(-c2n[nH]c3ccc(-c4ncn[nH]4)cc23)c1,32,x,68,70,71,x,47,13
Cc1ccc(NC(=O)Nc2ccc3nc(NS(=O)(=O)c4ccc5ccccc5c4)sc3c2)cc1Cl,89,109,91,102,108,97,103,113
C=C1CC[C@@H]2C(C)(C)C(=O)CC[C@@]2(C)[C@@H]1COc1ccc2ccc(=O)oc2c1,87,100,75,98,97,70,99,95
C=CC(=O)Nc1cccc(Nc2nc(Nc3ccc(N4CCN(C(C)=O)CC4)cc3OC)ncc2C(F)(F)F)c1,11,x,-5.0*,20,25,x,51,22
CC(=O)Nc1ccc(C(=O)/C=C/c2ccc(N(C)C)cc2)cc1,102,96,x,101,96,101,108,89
O=C(/C=C/c1ccc(Cl)cc1Cl)c1ccc(Cl)nc1,78,103,91,102,104,101,98,88
COCCCOc1cc(C[C@@H](C[C@H](N)[C@@H](O)C[C@H](C(=O)NCC(C)(C)C(N)=O)C(C)C)C(C)C)ccc1OC,102,104,107,110,104,71,104,109
Cn1cc(-c2nnc(-c3ccccc3)o2)c2cccnc21,76,97,53,94,100,75,89,80
COc1cc2c(cc1OC)C(=O)C(CC1CCN(Cc3ccccc3)CC1)C2 (configuration not stated),92,115,97,105,112,113,114,105
Cc1cc(OCc2nnc(SC3CCCC3)n2-c2cccnc2)ccc1-c1ccc(S(C)(=O)=O)cc1,75[1 µM],62[1 µM],54[1 µM],58[1 µM],50[1 µM],100[1 µM],83[1 µM],95[1 µM]
Cn1c(=O)c2[nH]c(Br)nc2n(C)c1=O,112&115,115&108,121&98,126&99,103,118,116&99,124&101
Cc1cc(Nc2cc(N3CCN(C)CC3)nc(Sc3ccc(NC(=O)C4CC4)cc3)n2)n[nH]1,13,x,33,23,18,x,34,29
CC(C)c1cc(CNc2nc(Nc3cc(C4CC4)[nH]n3)cc(N3CCN(C)CC3)n2)on1,-64*,x,6.2*,-22*,-14*,x,-14*,-43*
COc1cccc([C@@H]2C[C@@H]3Cc4cc(Br)c5ccccc5c4N2O3)c1,84,x,77,108,101,105,110,87
CC1COc2c(N3CCN(C)CC3)c(F)cc3c(=O)c(C(=O)O)cn1c23 (configuration not stated),101,98,100,100,96,110,109,x
Cn1cc(-c2nnc(N)nc2-c2c[nH]c3ccccc23)c2cc(Br)ccc21,90,101,66,87,105,94,86,82
C[C@@H]1COC(Nc2ccc3ncnc(Nc4ccc(OCc5nccs5)c(Cl)c4)c3c2)=N1,24,x,-17*,1.8*,48,x,30,38
Cc1cc(Nc2ncc(Cl)c(Nc3ccccc3S(=O)(=O)C(C)C)n2)c(OC(C)C)cc1C1CCNCC1,-95*,x,-78*,-78*,-90*,x,-99*,-85*
COc1ccc(C2NC(=S)NC(C)=C2C(=O)Nc2ccc(S(N)(=O)=O)cc2)cc1O (configuration not stated),99,108,97,109,115,101,109,98
Cn1cc(-c2nnc(N)nc2-c2cn(C)c3ccc(Br)cc23)c2ccccc21,92,102,89,101,107,105,102,109
C[C@@H]1COCCN1c1cc(C2([S@](C)(=N)=O)CC2)nc(-c2ccnc3[nH]ccc23)n1,24,x,21,27,53,x,71,43
